NOD2 RIPK2 PPI: NOD2-RIPK2 protein interaction inhibition. O43353. CHO BLA complementation NOD2-RIPK2, CCF4 ratio. inhibition, % at 4.98 µM. actives 0.38% (n = 360,000); in the data active = inhibition above about 21%;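 also: 0% = vehicle only and 100% = reference blocker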
TLR9-MyD88 block: inhibitors of human TLR9-MyD88 binding; CHO BLA complementation TLR9-MyD88, CCF4 FRET ratio; Q9NR96+Q99836; actives 0.21% (n = 340,000); inhibition, % at 4.98 µM; AID 504734;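 active = inhibition above the mean over all tested compounds plus 3 SD, cut at about 21% in these data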;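 also: 0% = DMSO only wells and 100% = clavulanate BLA inhibitor control wells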
ABHD5 PLIN5 PPI: inhibitors of human ABHD5-perilipin-5 interaction; Q00G26+Q8WTS1; Split G. princeps luciferase complementation, luminescence, 4 h; inhibition, % at 4 µM; actives 0.78% (n = 360,000); AID 602281;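 active = inhibition above the mean inhibition across every tested compound plus 3 SD, cut at about 22% in these data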;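 also: 0% = DMSO only wells and the 100% control is not disclosed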
MC4R antag cAMP: human MC4R antagonism in cAMP assay; actives 0.48% (n = 360,000); inhibition, % at 6.5 µM; MC4R-expressing cells, MTII-stimulated cAMP, LANCE TR-FRET; AID 540295; P32245;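 active = inhibition above its plate's cutoff, the mean of tested wells on that plate plus 3 SD, cut at about 29% in these data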;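 also: 0% = Melanotan II alone and 100% = Melanotan II plus saturating MCL0020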
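System – human MC4R-expressing U2OS cells · Also added – Melanotan II · Dosing – one concentration, 6.5 µM nominal · Timing – 30-min compound, 1-h challenge, 1-h detection, room temperature · Measured by – Eu-cAMP/anti-cAMP TR-FRET, emission 671 nm · Replicates – singlicate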
SRC1 inh: human NCOA1 inhibition. Q15788. HEK293 GAL4-SRC1 luciferase reporter, luminescence. inhibition, % at 3.6 µM. actives 0.12% (n = 360,000). AID 588354;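 active = inhibition above the campaign mean plus 3 SD, with each screening campaign given its own cutoff, cut at about 60% in these data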;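 also: 0% = DMSO treated cells and 100% = gossypol at 36 µM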
EBV LMP1 NFkB: inhibitors of Epstein-Barr LMP1-induced NF-kappaB reporter; LMP1-induced NF-kappaB luciferase reporter cells, luminescence; inhibition, % at 12.5 µM; actives 0.69% (n = 350,000); in the data active = inhibition above about 41%;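 also: 0% = neutral control wells and 100% = reference inhibitor control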
SRC2 inh: inhibits human steroid receptor coactivator 2. Q15596. actives 0.17% (n = 370,000). inhibition, % at 9 µM. HEK293 GAL4-SRC2 luciferase reporter, luminescence;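 active = inhibition above the mean inhibition of all tested compounds plus 3 SD, set per campaign, cut at about 52% in these data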;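 also: 0% = DMSO treated cells and 100% = cells given Gossypol at 36 µM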
NR5A2 inv ag: NR5A2 inverse agonism in reporter assay; O00482; HEK293T StAR-luciferase reporter, LRH-1 transfected, 24 h; inhibition, % at 3.6 µM; actives 0.13% (n = 360,000);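 active = inhibition above the mean inhibition of all tested compounds plus 3 SD, cut at about 73% in these data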;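 also: 0% = DMSO wells and 100% = reporter-only cells lacking LRH-1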
MC4R barr agon: agonists of human melanocortin 4 receptor (MC4R) beta-arrestin; U2OS MC4R beta-arrestin complementation, luminescence; percent of melanotan II response, DMSO zero; actives 0.98% (n = 360,000); activation, % at 8.9 µM; P32245;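 active = activation above a per-plate cutoff, the mean activation of sample wells on that plate plus 3 SD, cut at about 8% in these data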
NR2F2 inh: NR2F2 (human) inhibition, primary screen. P24468. HEK293T NGFI-A luciferase reporter, luminescence. inhibition, % at 8.6 µM. actives 0.7% (n = 370,000);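 active = inhibition above a per-plate cutoff, mean inhibition of test wells between control levels plus 3 SD, cut at about 38% in these data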;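 also: cells cotransfected with COUP-TFII expression vector driving the NGFI-A reporter; 0% = median of COUP-TF2 test wells and 100% = reporter-only cells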
SRC3 inh: inhibits human SRC3 coactivator; Q9Y6Q9; actives 0.17% (n = 360,000); AID 588352; inhibition, % at 3.6 µM; HEK293 GAL4-SRC3 luciferase reporter, luminescence;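 active = inhibition above a per-campaign cutoff, the mean of all compounds plus 3 SD, cut at about 60% in these data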;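 also: 0% = DMSO-treated cells and 100% = gossypol-treated cells at 36 µM; higher means less SRC3-driven luciferase light from the GAL4 reporter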
The depositor's hits bear a star; / = no result given.

SMILES	NOD2 RIPK2 PPI	TLR9-MyD88 block	ABHD5 PLIN5 PPI	MC4R antag cAMP	SRC1 inh	EBV LMP1 NFkB	SRC2 inh	NR5A2 inv ag	MC4R barr agon	NR2F2 inh	SRC3 inh
COc1ccc(OC)c2sc(N3CCN(C(=O)c4ccc([N+](=O)[O-])s4)CC3)nc12	-14	-7	0	12	-10	-9	4	5	0.6	10	0
COc1ccc(N2CCN(C(=O)c3cccc(N4C(=O)C5CC=CC(C)C5C4=O)c3)CC2)cc1 (configuration not stated)	-1	-5	5	1	-4	2	0	-9	-1.5	-7	7
C/C(=N/NS(=O)(=O)c1ccc(C)cc1C)c1c[nH]c2ccccc12	7	8	5	-1	16	3	2	12	0.3	-10	13
COC(CNC(=O)c1cc(C)nn1-c1ccccc1)OC	3	-8	8	4	-10	5	2	17	-0.2	5	5
COc1ccc(CC(=O)OCc2csc(CC(=O)Nc3ccc(C)cc3)n2)cc1	-5	-11	4	19	-1	-2	3	-10	2.1	-21	-4
O=C1NC[C@@H](CCCCN2C[C@H](Cc3ccc(O)cc3)N(CCC3CCCCC3)C(=O)C2=O)N(Cc2ccccc2)C1=O	4	/	-3	/	/	/	15	7	/	9	/
COC(=O)c1cn(C(=O)c2ccco2)c2ccccc12	-3	4	3	0	-11	-10	-46	14	-2.0	-15	7
CCCN1CCN(C(=S)Nc2ccc([N+](=O)[O-])cc2)CC1	-2	-6	-3	17	1	4	-12	-4	0.0	6	-4
CCCn1c(C2CC(=O)N(c3ccc(C)cc3)C2)nc2ccccc21 (configuration not stated)	0	5	0	9	-3	1	12	-8	-1.2	9	-7
Nc1c(-c2ccc(Cl)cc2)cnc2c(-c3ccccc3)cnn12	0	4	4	-7	-87	-19	-35	-51	2.2	-39	-57
CC(C)(C)OC(=O)C[C@H]1C/C=C\C[C@H](CC(=O)N(CCO)Cc2ccccc2)C(=O)NC[C@H](c2ccccc2)OC1=O	1	1	-1	3	-8	27	2	28	-2.5	1	-9
O=C(NNc1nc2ccccc2s1)c1ccccc1F	-5	0	-2	-8	8	-8	-11	-15	0.5	-17	-9
CCOC(=O)c1sc2nc(CC(=O)OC)nc(NCCN(CC)CC)c2c1C	6	7	4	9	-24	-1	7	7	0.8	7	13
Cc1ccccc1C(=O)NC(=S)Nc1ccc(N2CCN(C(=O)c3ccccc3)CC2)cc1	-1	1	2	4	6	43*	1	-14	-0.8	8	15
CCOC(=O)c1cnc2cc(C)nn2c1C	-9	-15	-1	4	6	5	-1	-4	1.6	5	8
CCOC(=O)[C@H]1[C@H]2COc3ccc(C)cc3[C@@H]2N2C(=O)c3cc(C)ccc3NC(=O)[C@@]12C	-5	-5	2	1	-4	-2	-2	-2	-1.7	6	-4
CCOc1ncccc1C(=O)Nc1ccc(OC)c(S(=O)(=O)N2CCCCC2)c1	-3	7	0	-1	-6	2	-19	2	-1.2	-3	12
COc1cccc(NC(=O)COc2nc3ccccc3nc2C)c1	3	-1	1	1	10	9	14	-1	0.1	20	-5
CC(C)(C)Cc1c(-c2ccco2)nc2ccc(Cl)cn12	-10	/	15	/	-13	/	-1	-7	/	-18	-12
COC(=O)Cn1c2nc3ccccc3nc2c2cccc(C)c21	-6	-16	6	4	16	/	-15	4	1.2	-16	-1
CCOC(=O)N1CCC(N2C(=O)c3ccccc3C2Nc2cc(Cl)c(OC)cc2OC)CC1 (configuration not stated)	3	1	2	6	9	75*	-4	-12	-0.7	-20	10
CC1CCN(c2c(NCC3CCC(C(=O)NC4CCCCCC4)CC3)c(=O)c2=O)CC1 (configuration not stated)	-9	-3	-3	6	8	2	-15	10	-0.8	2	0
CCCCc1nc(C(N)=O)c2[nH]c(=O)n(-c3ccc(OC)c(OC)c3)c2n1	2	-10	-5	5	-5	8	/	11	-3.9	/	-29
COc1ccc(Cl)cc1Nc1nc(Cl)nc(NCCO)n1	-1	-12	-8	-3	-7	-26	-22	8	1.4	-12	-3
CCC(=O)Nc1ccc(C(=O)COC(=O)c2nc3nccc(C)n3n2)cc1	-6	3	1	1	0	2	-29	12	-1.0	8	7

EBV LMP1 NFkB, entries above that show a hit
SMILES	NOD2 RIPK2 PPI	TLR9-MyD88 block	ABHD5 PLIN5 PPI	MC4R antag cAMP	SRC1 inh	EBV LMP1 NFkB	SRC2 inh	NR5A2 inv ag	MC4R barr agon	NR2F2 inh	SRC3 inh
Cc1ccccc1C(=O)NC(=S)Nc1ccc(N2CCN(C(=O)c3ccccc3)CC2)cc1	-1	1	2	4	6	43*	1	-14	-0.8	8	15
CCOC(=O)N1CCC(N2C(=O)c3ccccc3C2Nc2cc(Cl)c(OC)cc2OC)CC1 (configuration not stated)	3	1	2	6	9	75*	-4	-12	-0.7	-20	10

More results follow.
SMILES	NOD2 RIPK2 PPI	TLR9-MyD88 block	ABHD5 PLIN5 PPI	MC4R antag cAMP	SRC1 inh	EBV LMP1 NFkB	SRC2 inh	NR5A2 inv ag	MC4R barr agon	NR2F2 inh	SRC3 inh
COc1ccc2oc(C(=O)OCC(=O)N(Cc3ccccc3)C(C)C)c(C)c2c1	8	-10	-1	3	6	-3	-32	-17	-1.5	-4	18
Cc1nc2ccc(Br)cn2c(=O)c1Cl	-11	-6	3	-4	-25	-1	11	-5	-1.5	14	-4
COC(=O)c1c(NC(=O)C(C)(C)C)csc1C	-10	-2	3	-8	-10	5	-26	15	1.9	10	26
O=C(Cc1c(F)cccc1Cl)N1CCN(S(=O)(=O)c2cccc(F)c2)CC1	6	-3	4	2	-4	-4	16	-7	-2.0	4	-12
COC(=O)c1ccccc1NC(=O)CSc1n[nH]c(-c2ccncc2)n1	-7	-7	-6	7	-9	-3	9	6	2.2	9	2
Cc1cccc(NC(=O)CCCN2C(=O)C3CC=CCC3C2=O)c1 (configuration not stated)	-8	-3	8	0	-14	-9	17	7	1.7	1	0
Cc1nc2ccc(NC(=O)c3ccc([N+](=O)[O-])cc3)cc2[nH]1	10	3	11	3	-23	0	-7	-8	0.1	-18	-32
CC(C)[C@H](NC(=O)NCc1ccc(Cl)cc1)C(=O)O	-7	-10	-2	18	-29	-4	-22	3	-2.2	10	13
Clc1cccc(N/N=C/c2ccncc2)c1	0	-5	13	0	-31	-17	-14	-25	3.5	-20	-19
CC(=O)NCCc1ccc(S(=O)(=O)Nc2ccc3c(c2)OCCO3)cc1	-4	1	-2	6	6	9	2	-6	-1.2	12	8
COc1cc(NC(=O)c2cnn3c(C(F)F)cc(C4CC4)nc23)c(OC)cc1Cl	-7	4	2	0	-26	-3	2	-14	-0.7	0	18
CCn1nccc1C(=O)Nc1cccc(C)c1C	-2	-8	5	3	-24	11	25	11	-1.4	18	-9
Cc1nn(-c2ccccc2)c2c1C(c1ccc([N+](=O)[O-])cc1)C(C#N)=C(N)O2 (configuration not stated)	2	-11	-20	7	1	1	1	8	-0.5	2	12
Cc1ccc(C(=O)NCC(=O)OCc2c(F)cccc2Cl)cc1	-9	-9	-6	11	-18	-5	-14	1	-0.2	-13	-13
Cc1ccc2nc(NCCNC(=O)c3ccccc3)c(C#N)cc2c1	-17	-10	-1	0	-16	-1	2	-4	-1.5	-7	-1
COc1cccc(C(=O)N2CCN(Cc3cn[nH]c3-c3ccc(F)cc3F)CC2)c1	-3	1	5	-5	-4	7	-11	5	-1.5	24	7
O=C(CSc1cccc2cccnc12)N/N=C/c1ccc(F)cc1	-8	2	2	0	-11	2	-8	4	2.0	13	-5
COc1ccc(/C=C/C(=O)NC(=S)N2CCSCC2)cc1	-15	4	-8	0	-25	2	-12	3	-4.0	-21	-2
O=S(=O)(CCc1nc2ccccc2[nH]1)c1ccc(Cl)cc1	-20	-6	-4	13	-24	-6	14	2	0.6	-4	-10
Cc1nnc2ccc(-c3ccc(NS(=O)(=O)c4ccc(F)cc4F)cc3)nn12	-3	4	5	1	-7	16	-36	13	1.2	-30	18
Cc1ccnc(NC(=O)Nc2cccc(F)c2)n1	-5	6	6	-2	-90	-12	-44	-114	-1.9	-33	-51
CCOc1ccc(NC(=O)CN(C)C(=O)CC2CC3CCC2C3)cc1OCC (configuration not stated)	-8	-3	4	0	14	10	-17	29	-1.4	4	-2
Cc1nc2ccccc2c(=O)n1NC(=O)Cc1ccc([N+](=O)[O-])cc1	5	5	-4	4	-84	-2	12	11	-1.9	0	9
CCOC(=O)C(NC(=O)c1cccnc1)(Nc1cccc(C)n1)C(F)(F)F (configuration not stated)	-6	-33	4	6	16	-14	11	11	-0.5	28	14
Cc1cc(NC(=O)COC(=O)C2CC(=O)N(c3ccc(Br)cc3)C2)no1 (configuration not stated)	0	-14	-2	3	-7	-3	-17	-6	-0.9	-2	17
CCn1c(=S)[nH]c2cc(Cl)ccc21	-9	14	3	-8	4	7	-25	-14	-2.7	-4	15
O=C(NCCNC(=O)c1ccccn1)c1ccc(Cl)cc1	2	7	-8	22	11	1	-1	-18	1.5	2	-24
Cc1ccc(C(=O)Nc2cccc(NC(=O)c3ccc(C)c([N+](=O)[O-])c3)n2)cc1[N+](=O)[O-]	-7	5	-1	11	1	0	8	0	4.4	-5	-2
CCN(CC)C(=O)[C@H]1C[C@H](CC(=O)NCCC2=CCCCC2)C(=O)N2CCc3c([nH]c4cc(CCC(=O)N(C)C)ccc34)[C@]12C	4	2	2	4	6	-1	4	4	0.7	9	3

Shown bar-delimited: part of the list above.
smiles | NOD2 RIPK2 PPI | TLR9-MyD88 block | ABHD5 PLIN5 PPI | MC4R antag cAMP | SRC1 inh | EBV LMP1 NFkB | SRC2 inh | NR5A2 inv ag | MC4R barr agon | NR2F2 inh | SRC3 inh
C/C(=N/NS(=O)(=O)c1ccc(C)cc1C)c1c[nH]c2ccccc12 | 7 | 8 | 5 | -1 | 16 | 3 | 2 | 12 | 0.3 | -10 | 13
COC(CNC(=O)c1cc(C)nn1-c1ccccc1)OC | 3 | -8 | 8 | 4 | -10 | 5 | 2 | 17 | -0.2 | 5 | 5
COc1ccc(CC(=O)OCc2csc(CC(=O)Nc3ccc(C)cc3)n2)cc1 | -5 | -11 | 4 | 19 | -1 | -2 | 3 | -10 | 2.1 | -21 | -4
O=C1NC[C@@H](CCCCN2C[C@H](Cc3ccc(O)cc3)N(CCC3CCCCC3)C(=O)C2=O)N(Cc2ccccc2)C1=O | 4 | / | -3 | / | / | / | 15 | 7 | / | 9 | /
COC(=O)c1cn(C(=O)c2ccco2)c2ccccc12 | -3 | 4 | 3 | 0 | -11 | -10 | -46 | 14 | -2.0 | -15 | 7

3 compounds from above, reduced to TLR9-MyD88 block and NR2F2 inh.
| compound | TLR9-MyD88 block | NR2F2 inh |
| --- | --- | --- |
| CC1CCN(c2c(NCC3CCC(C(=O)NC4CCCCCC4)CC3)c(=O)c2=O)CC1 (configuration not stated) | -3 | 2 |
| CCCCc1nc(C(N)=O)c2[nH]c(=O)n(-c3ccc(OC)c(OC)c3)c2n1 | -10 | / |
| COc1ccc(Cl)cc1Nc1nc(Cl)nc(NCCO)n1 | -12 | -12 |

Source: PubChem

Not all compounds are listed; rates above refer to the full screens.
